# A350 autofl – qHTS Assay for Spectroscopic Profiling in A350 Spectral Region; Compound autofluorescence, 340/450 nm, Alexa 350 dye-equivalents; stronger effect = higher value; AID 590, 2007; actives 11% (n = 59,000); max dye-equivalent concentration, M; in the data active = max dye-equivalent concentration above about 10 nM; inconclusive = mostly about 1.1 nM to 9.6 nM
# HEK293 cAMP ctrl – qHTS Assay for Agonists of the Thyroid Stimulating Hormone Receptor: Activators of Intracellular cAMP Concentrations in Parental HEK 293; AID 938, 2007; Potency, µM (series often up to 57.1 µM), for inactives: at the highest dose activation, most hits filed as activators; actives 2.5% (n = 73,000); parental HEK293 CNG cAMP sensor, membrane potential fluorescence; also: potency is read from the fitted curve at half-maximal effect; % of control where 0% means no effect; nearly all actives have a fitted effect of over 55% in size
#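 Counterscreen for endogenous-receptor signalling: CNG-channel HEK 293 cells report cAMP rise by membrane depolarization. After 60 min dye equilibration with 100 uM RO 20-1724, compounds incubated 30 min before bottom-read fluorescence at 590 nm.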
# Casp7 inh – qHTS Assay for Allosteric/Competitive Inhibitors of Caspase-7; Potency, µM (top dose mostly 57.5 µM), for the others: at the top dose activity change, negative = inhibition, actives largely listed as inhibitors; actives 0.02% (n = 75,000); recombinant caspase-7, Ac-DEVD-AFC fluorescence rate; P55210; active = well fitted inhibition curve with a large enough effect in the main read-out, with a control signal flat, not every such curve was filed as active; inconclusive = small, poorly fitted or top-dose-only effect, or a change in a side signal; also: potency is read from the fitted curve at half-maximal effect; % of control where 0% means no effect
# 4-MU autofl – qHTS Assay for Spectroscopic Profiling in 4-MU Spectral Region | AID 589, 2007 | max dye-equivalent concentration, M | compound autofluorescence, 340/450 nm, 4-MU equivalents; stronger effect = higher value | actives 11% (n = 59,000); in the data active = max dye-equivalent concentration above about 10 nM; inconclusive = mostly about 1.1 nM to 9.6 nM
#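 Compounds in 100 mM Tris, pH 8.0, sat 15 min at room temperature before fluorescence was read at 340 nm excitation/450 nm emission; a per-plate six-point 4-MU standard curve converted signals to dye-equivalent concentration at each compound concentration.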
# Texas Red fluor – qHTS Assay for Spectroscopic Profiling in Texas Red Spectral Region. max dye-equivalent concentration, M. Compound fluorescence, Texas Red channel, 547/618 nm; stronger effect = higher value. AID 587, 2007. actives 0.06% (n = 59,000); in the data active = max dye-equivalent concentration above about 10 nM; inconclusive = between about 1.1 nM and that limit
#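 Texas Red-region profiling: compounds in 100 mM Tris pH 8.0 were read at 547/618 nm after 15 min at room temperature. Intensities were normalized against a six-point Texas Red standard series to give dye-equivalent concentration.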
# Caspase-1 inhib – qHTS Assay for Allosteric/Competitive Inhibitors of Caspase-1. Caspase-1 enzyme, Ac-WEHD-AFC fluorogenic rate. Potency, µM (highest dose often 57.5 µM), for the others: at the highest dose activity change, negative = inhibition, actives largely listed as inhibitors. actives 0.03% (n = 75,000). AID 900, 2007;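 also: potency is read from the fitted curve at half-maximal effect; plate controls were vehicle for no effect and no substrate for full effect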
# Fluorescein fluor – qHTS Assay for Spectroscopic Profiling in Fluorescein Spectral Region. Compound autofluorescence, 480/540 nm, fluorescein-equivalent; stronger effect = higher value. max fluorescein-equivalent concentration, M. actives 0.91% (n = 59,000). AID 593, 2007; in the data active = max fluorescein-equivalent concentration above about 10 nM; inconclusive = between about 1.1 nM and that limit
#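 Spectral profiling of library compounds in the fluorescein window (480 nm excitation, 540 nm emission) after 15 min at room temperature in pH 8.0 Tris (100 mM). Values are dye-equivalent concentrations.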
# BRCT PPI red – qHTS Assay for Inhibitors of BRCT-Phosphoprotein Interaction (Red Fluorophore) | Breast cancer type 1 susceptibility protein (Homo sapiens), P38398 | BRCT-phosphopeptide binding, red fluorescence polarization | Potency, µM (titrated, usually from 76.9 µM), inactives show at the highest dose activity change, negative = inhibition, usual class: inhibitors | actives 0.03% (n = 75,000) | AID 892, 2007; also: % is scaled to controls: 0 for no effect and ±100 for the full control effect
#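 Rhodamine-labelled pBACH1 10-mer (100 nM) bound to BRCT domain (100 nM) at pH 7.3; compounds incubated 12 min room temperature, polarization read. Free peptide defines full inhibition; unlabelled decapeptide titrated as control.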
# Rhodamine fluor – qHTS Assay for Spectroscopic Profiling in Rhodamine Spectral Region | max dye-equivalent concentration, M | actives 0.05% (n = 59,000) | Rhodamine-region fluorescence, 547/598 nm, Tris buffer; stronger effect = higher value; in the data active = max dye-equivalent concentration above about 11 nM; inconclusive = between about 1.1 nM and that limit
#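 Compound fluorescence in 100 mM Tris, pH 8.0, read after 15 min at room temperature with 547 nm excitation and 598 nm emission. Output is dye-equivalent concentration from an on-plate rhodamine standard series.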
# BRCT PPI green – qHTS Assay for Inhibitors of BRCT-Phosphoprotein Interaction (Green Fluorophore); BRCA1 BRCT-phosphopeptide binding, green fluorescence polarization; Potency, µM (series often up to 76.9 µM), for inactives: top-dose activity change, negative = inhibition, usual class: inhibitors; actives 0.05% (n = 75,000); AID 875, 2007;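 also: potency is read from the fitted curve at half-maximal effect; plate controls were peptide without protein for full effect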
#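 Compounds were incubated for 12 min at room temperature with a complex of 100 nM fluorescein-tagged pBACH1 decapeptide and 250 nM His-tagged BRCT protein. Buffer was phosphate pH 7.3 with EDTA, DTT and Tween 20. Disruption of binding lowers the polarization signal.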
# USP2a inh – qHTS Assay for Inhibitors of Ubiquitin-specific Protease USP2a; Ubiquitin carboxyl-terminal hydrolase 2 (Homo sapiens), O75604; USP2a enzymatic assay, qHTS inhibition; Potency, µM (highest dose often 38.3 µM), inactives show at the highest dose activity change, negative = inhibition, usual class: inhibitors; actives 0.1% (n = 60,000);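 also: potency is read from the fitted curve at half-maximal effect; nearly all actives have a fitted effect of over 60% in size; plate controls were DMSO for no effect and NEM full inhibition control for full effect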
#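 Coupled readout: USP2-cleaved Ub-PLA2 (20nM final) turns over NBD C6-HPC (20uM final), Ex 460nm/Em 535nm after 2.5 h, time-zero read flagging artifacts. Enzyme (20nM final, pH 8.0 Tris) given 30 min RT with compound first; NEM defines full inhibition.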
# The depositor's hits bear a star; i = inactive; ? = inconclusive; · = no result given; [ ] = another dose, or the depositor's remark. Unless noted, calls follow the shape of the dose curve; as a rule, active = well fitted curve in the direction sought with a large enough effect; inconclusive = small, poorly fitted or top-dose-only effect, or another doubt; inactive = no such curve, though single readings can be large; an effect the other way counts as inactive or inconclusive. An excerpt; the hit share may differ from the screen's.
SMILES,A350 autofl,HEK293 cAMP ctrl,Casp7 inh,4-MU autofl,Texas Red fluor,Caspase-1 inhib,Fluorescein fluor,BRCT PPI red,Rhodamine fluor,BRCT PPI green,USP2a inh
N#Cc1nc(-c2ccc(OCc3ccc(Cl)cc3)cc2)oc1NCc1cccnc1,i,7.2%,-0.9%,i,i,0.2%,i,-0.8%,i,-3.0%,0.1%
CCN(CC)C(=O)C1CCC(CNS(=O)(=O)c2cccc3cccnc23)CC1 (stereo unspecified),·,-2.4%,-3.2%,·,·,1.7%,·,-0.1%,·,-0.1%,·
Cc1cc(C(=O)NCCCN2CCOCC2)n(-c2ccccc2)n1,·,7.0%,-2.8%,·,·,1.6%,·,0.0%,·,-0.7%,·
COCC(=O)N(C)c1nnc(-c2cnc(C)cn2)s1,?,0.9%,·,?,i,-1.5%,i,0.6%,i,-0.5%,-7.4%
Cc1csc2ncc(C(=O)NCc3ccc4c(c3)OCO4)c(=O)n12,·,18.5%,0.5%,·,·,-3.4%,·,1.4%,·,4.2%,·
Cc1noc(C)c1S(=O)(=O)N1CCN(C(c2ccccc2)c2ccc(Cl)cc2)CC1 (stereo unspecified),·,6.9%,-3.9%,·,·,-1.8%,·,0.0%,·,0.5%,·
CCC(=O)Nc1cc2c(cc1C(=O)c1ccccc1)OCCO2,i,16.9%,-2.7%,i,i,1.7%,?,-2.1%,i,2.4%,1.3%
CCC(C)[C@H](NC(=O)NCc1cccs1)C(=O)OC (stereo partly specified),?,4.7%,-1.0%,i,i,-1.6%,i,-0.8%,i,-2.8%,-0.9%
CCSc1sccc1C1C(C#N)=C(N)N(c2cccnc2)C2=C1C(=O)CCC2 (stereo unspecified),?,5.7%,-21.7%,?,i,-14.5%,?,-4.0%,i,-0.7%,17.0%
CC(C)CC(=O)NC1(C(F)(F)F)C(=O)Nc2c1c(=O)n(C)c(=O)n2C (stereo unspecified),i,-3.1%,0.7%,i,?,0.7%,i,0.1%,i,0.4%,-4.2%
Cc1ccc(S(=O)(=O)N2CCC(C(=O)N[C@H](C(=O)N3CCN(C)CC3)C(C)C)CC2)cc1,i,2.4%,-1.0%,i,i,-1.0%,i,0.7%,i,0.2%,9.0%
Cc1onc(-c2ccccc2Cl)c1C(=O)OCC(=O)Nc1ccc2c(c1)OCO2,i,3.5%,-0.3%,i,i,-7.5%,?,-0.2%,i,-1.8%,21.6%
CCCc1nc(NCc2ccncc2)c2nnn(Cc3ccccc3F)c2n1,?,?,-1.2%,i,i,1.8%,?,-0.7%,i,-2.6%,-13.2%
COc1cccc(-c2nc(N3CCN(C)CC3)c3ccccc3n2)c1,i,8.7%,-7.0%,i,i,-3.7%,?,-1.1%,i,1.0%,99.1%[activator]
CCc1c(C)nc2ncnn2c1NCCc1ccc(OC)cc1,i,?,3.9%,i,i,-0.7%,i,0.0%,i,1.7%,1.7%
CCOC(=O)C1CCN(CC(=O)Nc2c(C(=O)OC)[nH]c3cccc(Cl)c23)CC1,i,7.3%,-0.3%,i,i,-1.8%,?,1.0%,i,0.7%,-5.3%
CCCn1c(SCC(=O)Nc2nc3c(s2)CCCC3)nc2c1c(=O)n(C)c(=O)n2C,i,15.8µM*,1.3%,i,i,-2.6%,i,-1.6%,i,0.1%,·
Cc1nc2cnc(Oc3ccccc3)nc2n(C2CC2)c1=O,i,?,-3.7%,i,i,-3.0%,?,-0.9%,i,-0.8%,89.3%[activator]
O=C(COc1ccc(Cl)cc1)Nc1ccccc1C(=O)NCc1ccco1,i,18.2%,0.7%,i,i,1.8%,i,0.5%,i,-10.4%,-11.4%
Cc1nc2nc(SCC(=O)NCc3ccco3)nn2c(C)c1Cc1c(F)cccc1Cl,i,?,3.5%,i,i,-2.3%,?,-0.5%,i,5.2%,41.9%[activator]
c1nc(NCC2CCCO2)c2[nH]cnc2n1 (stereo unspecified),i,0.5%,-1.5%,i,i,0.6%,i,-1.0%,i,1.1%,-11.6%
O=C(O)c1ccc(Cl)c(S(=O)(=O)Nc2ccccc2Cl)c1,·,5.3%,-0.4%,·,·,0.6%,·,-0.6%,·,-1.6%,·
COc1ccc(-n2c(=O)c(-c3ccccc3)nc3cnc(N4CCN(C)CC4)nc32)cc1,i,6.8%,?,i,i,?,i,0.7%,i,-0.5%,150.2%[activator]
CCN(CCO)Cc1cn[nH]c1-c1ccc(C)c(C)c1,i,0.6%,-1.4%,i,i,1.8%,?,1.0%,i,-2.0%,1.8%
CC(=O)C1=C(C)NC(=O)NC1c1cc(Br)ccc1OCC(N)=O (stereo unspecified),?,2.7%,-12.4%,?,i,-4.3%,i,-1.6%,i,6.3%,44.8%[activator]
CCOCCCNC(=O)C(Cc1ccccc1)NC(=O)c1ccco1 (stereo unspecified),?,9.6%,0.9%,i,i,0.0%,i,0.3%,i,-0.4%,5.4%
Cc1cc(C(=O)N2CCc3ccccc32)n(-c2ccccc2)n1,·,9.0%,-3.5%,·,·,0.2%,·,0.0%,·,-0.1%,·
O=C(NCCCN1CCOCC1)c1cccs1,3.37e-08M*,3.5%,1.8%,3.19e-08M*,?,0.6%,i,0.2%,i,-1.0%,0.5%
CCOC(=O)C1=C(C)NC(=O)N[C@@H]1c1coc2cc(C)cc(C)c2c1=O,i,-0.3%[11.4 µM],-2.4%[11.5 µM],i,i,-0.9%[11.5 µM],i,-1.4%[15.4 µM],i,0.5%[15.4 µM],·
CCOc1ccccc1N1CCN(Cc2ccc(OC)c(OC)c2OC)CC1,i,?,-0.5%,i,i,1.0%,?,-0.4%,i,-1.6%,-11.6%
COc1cc(C(=O)Nc2ccc(S(=O)(=O)Nc3onc(C)c3C)cc2)cc(OC)c1OC,·,1.6%,0.9%,·,·,-2.0%,·,0.5%,·,-3.0%,1.8%
O=C1CCC2CCCCC2(O)O1 (stereo unspecified),i,23.6%,-2.1%,i,i,-3.3%,?,-0.6%,i,-2.7%,-3.2%
CCCC(=O)Nc1c(O)c2ccccc2[nH]c1=O,i,-2.4%,4.5%,i,i,0.8%,i,0.9%,i,-2.3%,·
CC(=O)c1ccc(-c2nc3ccccc3n2C)o1,?,7.8%,0.4%,?,?,-0.5%,i,-0.5%,i,0.3%,8.8%
COc1ccc(CNC(=O)CN(C(=O)c2cc3sccc3n2C)C2CCCC2)cc1,i,28.2%,-3.3%,i,?,-3.9%,i,1.3%,i,3.6%,·
COc1ccc(C2=CC(=O)OC3(CCCCC3)O2)cc1,i,19.1%,1.3%,i,i,0.0%,i,0.3%,i,-2.1%,-1.3%
COC(=O)c1cn(NC(=O)c2cnccn2)c(=O)c2ccccc12,i,10.8%,0.2%,i,i,1.2%,i,1.0%,i,0.9%,-0.6%
O=C(c1cc(-c2ccccc2)on1)N1CCCC1,i,3.9%,0.4%,i,i,0.0%,i,0.9%,i,-4.7%,5.8%
Cc1cc(SCC(=O)OCC(=O)N2CCN(C(=O)c3ccco3)CC2)c(C)cc1Br,i,21.0%,-3.6%,i,i,-4.1%,i,0.4%,i,-0.6%,25.6%
CC1CCN(C(=O)c2ccc3c(c2)OCCO3)CC1,i,2.4%,1.6%,i,i,-0.2%,i,0.3%,i,-1.4%,2.1%
C#CCCCO/N=C1/C[C@@H](O)[C@@H](O)[C@@H]2[C@@H]3C(=O)N(C[C@@H]4CCCO4)C(=O)[C@H]3CC[C@@H]12,·,0.2%[11.4 µM],0.8%[11.5 µM],·,·,-1.9%[11.5 µM],·,0.9%[15.4 µM],·,-0.4%[15.4 µM],·
CSc1ccc(CN2CCC(O)CC2)cc1,·,9.2%[11.4 µM],0.5%,·,·,1.5%,·,0.7%,·,-2.2%,0.3%[7.66 µM]
CC(C)[C@@H](OCc1ccccc1)[C@H](C)/C=N\OC[C@@H](O)[C@@H]1O[C@@H]2OC(C)(C)O[C@@H]2[C@H]1O,·,5.5%[11.4 µM],0.3%[11.5 µM],·,·,3.5%[11.5 µM],·,1.8%[15.4 µM],·,-4.1%[15.4 µM],·
CC(=O)NC12CC3CC(C1)CC(C(=O)Nc1nccs1)(C3)C2,i,-4.6%,0.1%,i,?,-0.3%,i,-0.5%,i,-2.2%,0.3%
CCCCNC(=O)CCCn1c(=O)[nH]c2ccc(Br)cc2c1=O,i,5.0%,3.8%,i,i,-0.2%,i,-1.3%,i,-0.5%,2.9%
COc1cc(C#CC#CCN2CCCCC2)ccc1O,?,?,0.2%,i,i,1.5%,?,0.6%,i,-4.0%,10.9%

# Part of the list above, showing only Rhodamine fluor:
compound	Rhodamine fluor
CCCCNC(=O)CCCn1c(=O)[nH]c2ccc(Br)cc2c1=O	i
COc1cc(C#CC#CCN2CCCCC2)ccc1O	i

# From PubChem
